High-throughput results deposited in PubChem by several laboratories.
CYP2C9 act = increases human cytochrome P450 2C9 activity. P11712. recombinant CYP2C9, luciferin-H conversion, luminescence; active compounds read high; factor 1 = untreated enzyme, 0 = blocked. activation factor at 5 µM. actives 1.4% (n = 96,000);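 active means activation factor of 2 or more for CYP2C9 at a 5 µM dose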;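 further: 0 = sulfaphenazole-blocked wells and 1 = vehicle-only wells; values of inactives mirror those of a sister screen read the other way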
Target sequence (P11712 whole entry, looked up): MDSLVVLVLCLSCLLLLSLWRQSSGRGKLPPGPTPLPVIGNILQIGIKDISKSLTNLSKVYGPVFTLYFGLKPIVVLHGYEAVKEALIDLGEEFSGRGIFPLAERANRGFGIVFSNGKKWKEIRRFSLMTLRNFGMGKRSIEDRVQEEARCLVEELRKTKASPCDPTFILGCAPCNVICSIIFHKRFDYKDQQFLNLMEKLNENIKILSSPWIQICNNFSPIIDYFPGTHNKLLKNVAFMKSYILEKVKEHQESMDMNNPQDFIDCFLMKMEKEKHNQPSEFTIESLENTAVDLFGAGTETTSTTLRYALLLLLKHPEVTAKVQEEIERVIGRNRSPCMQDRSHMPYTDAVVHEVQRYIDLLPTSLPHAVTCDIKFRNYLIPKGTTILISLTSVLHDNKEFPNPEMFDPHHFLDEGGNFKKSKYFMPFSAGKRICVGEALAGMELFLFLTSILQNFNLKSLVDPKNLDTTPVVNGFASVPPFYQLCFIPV
PLK1 kinase inh = PLK1 (human) kinase inhibition. P53350. recombinant PLK1 kinase, TR-FRET peptide phosphorylation. inhibition, % at 10 µM. actives 0.53% (n = 97,000);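 active means inhibition of 50% or more in the single-concentration screen; inactive means inhibition below 50%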;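 further: 0% = DMSO max control and 100% = H-89 dihydrochloride min control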
Target sequence (P53350 whole entry, looked up): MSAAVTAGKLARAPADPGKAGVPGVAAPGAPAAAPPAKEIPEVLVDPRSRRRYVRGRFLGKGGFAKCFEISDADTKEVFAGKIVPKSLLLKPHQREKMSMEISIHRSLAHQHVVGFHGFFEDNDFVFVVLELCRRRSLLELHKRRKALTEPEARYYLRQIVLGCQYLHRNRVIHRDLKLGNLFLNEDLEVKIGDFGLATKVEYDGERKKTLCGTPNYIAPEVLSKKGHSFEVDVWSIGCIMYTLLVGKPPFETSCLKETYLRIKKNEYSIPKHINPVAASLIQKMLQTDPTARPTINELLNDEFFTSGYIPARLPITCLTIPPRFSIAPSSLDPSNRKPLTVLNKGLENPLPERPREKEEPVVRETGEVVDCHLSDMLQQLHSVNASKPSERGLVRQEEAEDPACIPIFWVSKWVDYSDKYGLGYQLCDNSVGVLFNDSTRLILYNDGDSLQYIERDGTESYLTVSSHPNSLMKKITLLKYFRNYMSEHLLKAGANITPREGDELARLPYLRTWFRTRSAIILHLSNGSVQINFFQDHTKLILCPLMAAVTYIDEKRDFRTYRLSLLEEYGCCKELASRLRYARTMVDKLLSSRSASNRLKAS
HIV Rev-RRE inh = HIV Rev-RRE protein-RNA interaction inhibition. inhibition, % at 8 µM. Rev peptide-RRE RNA binding, FRET. actives 0.79% (n = 97,000). P05866;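 active means inhibition above the screen-wide mean plus 3 SD, cut at about 35% in these data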;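 further: 0% = median DMSO wells and 100% = median Neomycin B control wells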
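Probe or stimulus: fluorescein-Rev peptide as binding partner; assay system: Cy5-tagged RRE RNA duplex with fluorescein-tagged Rev peptide; timing: 5 min compound–RNA preincubation, then 15 min with peptide, 25 °C; medium: HEPES pH 7.5 buffer with KCl, MgCl2, NaCl and EDTA; signal: fluorescein-to-Cy5 FRET, 480 nm excitation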
CYP2C9 inh = inhibitors of human CYP2C9; AID 777; CYP2C9 Supersomes, luciferin-H conversion, luminescence; P11712; actives 20% (n = 96,000); inhibition, % at 5 µM;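 active means blocking of liver enzyme CYP2C9 beyond about 50% at 5 µM, limit read from the data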; further: values of inactives mirror those of a sister screen read the other way
PLAP activator = human PLAP activation; actives 1.2% (n = 96,000); purified PLAP enzyme, luminescent substrate read-out; active compounds read high; P05187; activation fold at 20 µM; in the data active means activation fold above about 2
CYP2C19 inhib = blocks human cytochrome P450 2C19; inhibition, % at 5 µM; P33261; AID 778; CYP2C19 Supersomes, luciferin-H EGE luminescence, 30 min; actives 21% (n = 96,000);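 active means CYP2C19 inhibition above a set limit at 5 µM in the primary screen, cut at about 50% in these data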;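 further: plate controls were negative control wells for no effect and 2.5 mM tranylcypromine positive control for full effect; values of inactives mirror those of a sister screen read the other way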
EphB4 antag = EphB4-ephrin-B2 interaction antagonism; P54760; EphB4 LBD / TNYL-RAW-Alexa532 peptide, fluorescence polarization; inhibition, % at 7 µM; actives 0.15% (n = 97,000); AID 720;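 active means inhibition above the screen-wide mean inhibition plus 3 SD, cut at about 15% in these data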;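 further: 0% = DMSO wells and 100% = excess unlabeled TNYL-RAW peptide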
PLK1 PBD inh = inhibitors of human Plk1 polo box domain binding. P53350. Plk1 PBD phosphopeptide binding, fluorescence polarization. inhibition, %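 (tested at about 20 µM)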. actives 0.13% (n = 97,000); in the data active means inhibition above about 34%, passing the limit was not always enough
CYP2C19 activ = increases human CYP2C19 enzyme activity. P33261. recombinant CYP2C19, luciferin-H EGE luminescence; active compounds read high; 0 = fully inhibited enzyme, 1 = untreated enzyme. activation factor at 5 µM. 96,000 tested, under 10 active. AID 1025;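 active means activation factor of at least 2 at 5 µM in the primary screen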;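 further: 0 = wells with 2.5 mM tranylcypromine and 1 = vehicle-only wells; values of inactives mirror those of a sister screen read the other way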
The depositor's hits bear a star; nt = not tested or not shown.

SMILES | CYP2C9 act | PLK1 kinase inh | HIV Rev-RRE inh | CYP2C9 inh | PLAP activator | CYP2C19 inhib | EphB4 antag | PLK1 PBD inh | CYP2C19 activ
Cc1ccc(-c2nnc(Nc3ccc(CC(N)=O)cc3)c3ccccc23)cc1 | 0.9 | -1 | 0 | 9 | 0.9 | 10 | -16 | 2 | 0.9
CC(=O)Cc1nsc(NC(=O)c2ccc(COc3ccccc3)o2)n1 | 0.4 | -8 | 8 | 57* | 1.6 | 19 | 10 | 12 | 0.8
C=CCNC(=O)c1cc(-c2ccc(Br)cc2)on1 | 1 | -17 | -1 | -2 | 0.9 | -14 | -1 | -18 | 1.1
CCOc1ccc2[nH]c(=O)c(CN(CCO)Cc3nnnn3CCc3ccccc3)cc2c1 | 0.9 | 5 | 21 | 13 | 1.3 | 23 | -4 | 23 | 0.8
CC(NC(=O)CSc1n[nH]c(=O)n1C1CC1)C12CC3CC(CC(C3)C1)C2 (stereo unspecified) | 1.1 | -9 | -6 | -10 | 1.2 | -4 | 0 | -19 | 1
CN(C)c1cccc(C(=O)Nc2ccc(N3CCOCC3)cc2)c1 | 1.8 | -9 | -1 | -81 | 1.3 | 2 | 1 | -38 | 1
O=C1[C@@H]2[C@H](C(=O)N1n1cnnc1)[C@H]1C=C[C@@H]2C1 | 1.2 | 8 | 6 | -16 | 0.9 | -24 | 1 | -34 | 1.2
C=CCNc1ncnc2c1ncn2C1OC(CO)C(O)C1O (stereo unspecified) | 0.9 | -3 | 9 | 13 | 1 | 4 | -1 | -5 | 1
CN(C)S(=O)(=O)N1CCN(c2ccc(Cl)cc2)CC1 | 0.7 | 5 | -2 | 30 | 1 | 63* | 10 | -8 | 0.4
CC(=O)Nc1ccc2ccccc2c1 | 1 | 0 | 1 | 5 | 0.9 | 29 | 5 | -9 | 0.7
Cc1nc(NC(=O)C2CC3CCCC(C2)C3=O)sc1C (stereo unspecified) | 0.9 | -7 | -1 | 11 | 1 | 18 | 2 | 28 | 0.8
COc1cc(C2C(C#N)=C(N)Oc3cc(O)ccc32)cc2c1OCO2 (stereo unspecified) | 0.1 | nt | nt | 91* | 0.8 | 93* | nt | nt | 0.1
CCCC(=O)NC(=S)Nc1cccc(C(C)=O)c1 | 0.6 | -8 | -2 | 44 | 0.9 | 33 | -9 | -21 | 0.7
CCc1nnc(NC(=O)c2ccc3c(c2)C(=O)N(CC)C3=O)s1 | nt | -8 | -2 | nt | nt | nt | 1 | 14 | nt
NC(=O)c1c(NC(=O)CSc2nnc(-c3ccco3)n2N)sc2c1CCCC2 | 0.6 | 7 | 12 | 44 | 1.3 | 34 | 1 | -4 | 0.7
CCCC(=O)NC1C2CC3CC(C2)CC1C3 (stereo unspecified) | 1 | -11 | 7 | 4 | 1 | 9 | 2 | -3 | 0.9
Cc1ccccc1CSCC(=O)c1c(N)n(C)c(=O)n(C)c1=O | 0.4 | -15 | 0 | 58* | 0.8 | 99* | -6 | -12 | 0
CCOC(=O)C(C)Sc1nnc(CNC(=O)c2ccc(OC)cc2)n1C1CCCCC1 (stereo unspecified) | 0.8 | -11 | -9 | 21 | 1.3 | 62* | -11 | -11 | 0.4
O=[N+]([O-])c1ccc(-c2cnc(SCc3ccccc3Cl)[nH]2)cc1 | 0.5 | -7 | 7 | 52* | 1.1 | 8 | -1 | -19 | 0.9
CC(C)NC(=O)CN1CCN(c2ncccn2)CC1 | 0.9 | -6 | 3 | 8 | 1.1 | 10 | 3 | 2 | 0.9
Cc1c(NC(=O)CCN2C(=O)c3ccccc3C2=O)c(=O)n(-c2ccccc2)n1C | 1.2 | -3 | -1 | -16 | 1.4 | -12 | -12 | 0 | 1.1
O=C(Nc1ccc2oc(-c3ccc(Cl)c(Cl)c3)nc2c1)c1ncn[nH]1 | 1.1 | -6 | 0 | -6 | 2.6* | 5 | 3 | -6 | 0.9
COC(=O)c1ccc(C2C(C(=O)Nc3ccccc3C)=C(C)Nc3ncnn32)cc1 (stereo unspecified) | 1 | -6 | 5 | 4 | 0.8 | 13 | 3 | 17 | 0.9
O=C1OC(Nc2ncccn2)c2ccccc21 (stereo unspecified) | 0.7 | -5 | 10 | 26 | 0.9 | 5 | 3 | 6 | 0.9
O=C(Oc1c(Cl)cc(Cl)c2cccnc12)c1ccco1 | 1 | -8 | 0 | -2 | 2.1* | 43 | 4 | 0 | 0.6
CCOc1ccccc1OCC(=O)O | 1.2 | 6 | 3 | -19 | 1 | -20 | -1 | 19 | 1.2
CC(C)(C)OC(=O)NC(CCNC=C1C(=O)OC(C)(C)OC1=O)C(=O)O (stereo unspecified) | 0.8 | 5 | 8 | 15 | 1.1 | -12 | -1 | -1 | 1.1
O=C(O)CN(Cc1ccccc1)S(=O)(=O)c1ccc(F)cc1 | 0.5 | -1 | 8 | 47 | 1.1 | -15 | 7 | 21 | 1.2
CCN1CCCC(OC(=O)Nc2ccccc2)C1 (stereo unspecified) | 0.9 | -5 | 2 | 10 | 1.1 | -4 | 6 | -21 | 1
CC(C)(C)NC(=O)CN(C(=O)Cn1nnc(-c2ccccc2F)n1)c1cccc2c1CCCC2 | 0.1 | -24 | 3 | 88* | 1.4 | 57* | 0 | -2 | 0.4
O=C(NC1CCCCC1)C(c1ccc(Cl)cc1)N(C(=O)c1cnccn1)c1ccc2c(c1)OCO2 (stereo unspecified) | 1 | -4 | 2 | 1 | 1.1 | 15 | -2 | -1 | 0.9
COc1ccccc1CNc1cc(C)ccc1C | 1 | -3 | 1 | 2 | 0.8 | 6 | -4 | -12 | 0.9
O=C(COc1ccccc1Cl)Nc1cc(Cl)ccc1Oc1ccccc1 | 0.9 | -3 | 9 | 11 | 1 | -2 | 1 | -5 | 1
Cn1c(=O)c2[nH]c(CN(Cc3ccccc3)Cc3ccccc3)nc2n(C)c1=O | 0.2 | 2 | 12 | 81* | 0.9 | 6 | 0 | -18 | 0.9
CCc1c(C)c(C#N)c2nc3ccccc3n2c1NCC1CCCO1 (stereo unspecified) | 0.6 | 4 | 6 | 44 | 1.1 | -2 | -8 | 11 | 1
CC[n+]1c(S(=O)(=O)[O-])ccc2ccc(C)cc21 | 1 | -6 | 4 | -4 | 1.1 | -10 | 9 | -19 | 1.1

Reprinted at random: 2 records from the list, in no set order.
SMILES | CYP2C9 act | PLK1 kinase inh | HIV Rev-RRE inh | CYP2C9 inh | PLAP activator | CYP2C19 inhib | EphB4 antag | PLK1 PBD inh | CYP2C19 activ
CC(C)(C)OC(=O)NC(CCNC=C1C(=O)OC(C)(C)OC1=O)C(=O)O (stereo unspecified) | 0.8 | 5 | 8 | 15 | 1.1 | -12 | -1 | -1 | 1.1
CCOc1ccccc1OCC(=O)O | 1.2 | 6 | 3 | -19 | 1 | -20 | -1 | 19 | 1.2

(cont.)
SMILES | CYP2C9 act | PLK1 kinase inh | HIV Rev-RRE inh | CYP2C9 inh | PLAP activator | CYP2C19 inhib | EphB4 antag | PLK1 PBD inh | CYP2C19 activ
CS(=O)c1ccccc1COC(=O)Nc1cccc(Cl)c1 (stereo unspecified) | 1.2 | -1 | 11 | -21 | 1 | 40 | 3 | -20 | 0.6
O=C(NCCN1CCOCC1)c1cn(-c2ccccc2)nc1-c1cccs1 | 1 | -2 | 2 | 5 | 1.5 | 10 | 0 | -50 | 0.9
C(/C=C/C=C/Nc1ccccc1)=Nc1ccccc1 | 1 | -10 | 9 | -1 | 0.8 | -1 | -2 | -86 | 1
CC(=O)Nc1sc(NC(=O)c2ccc(Cl)cc2)nc1-c1cccs1 | 0.9 | -12 | 8 | 13 | 1 | 0 | -8 | 26 | 1
COc1ccc(NC(=O)C2CC(=O)OC2(C)C)cc1 (stereo unspecified) | 1.1 | -10 | 9 | -11 | 0.9 | 10 | 7 | -8 | 0.9
CCCS(=O)(=O)N1CCc2cc(OC)c(OC)cc2C1 | 1 | -8 | 11 | 3 | 1 | 55* | 2 | -10 | 0.4
CCOCCCNC(=O)CN1C(=O)CSc2cc(S(=O)(=O)N3CCCCCC3)ccc21 | 0.8 | 1 | -5 | 23 | 1.1 | 15 | -5 | -2 | 0.9
CCN(CC)c1ccc2cc(C(=O)Nc3cccnc3N3CCOCC3)c(=O)oc2c1 | 1.1 | nt | nt | -13 | 1 | -10 | nt | nt | 1.1
O=S1(=O)N=C(Nc2ccc(O)c(CN3CCCCC3)c2)c2ccccc21 | 1.2 | nt | nt | -18 | 1.1 | -16 | nt | nt | 1.2
COc1ccccc1NC(=O)c1cccnc1 | 1.5 | 1 | 5 | -52 | 1.1 | -22 | -2 | 10 | 1.2
CCOC(=O)Cn1c(=O)oc2cc(S(=O)(=O)NCC3CCCO3)ccc21 (stereo unspecified) | 0.9 | -9 | 5 | 12 | 0.9 | -10 | -8 | -14 | 1.1
CCOC(=O)CN(C(=O)CSc1nnc(C)n1-c1ccccc1)c1cccc([N+](=O)[O-])c1 | 0.9 | -4 | 3 | 9 | 1.7 | 21 | 2 | -11 | 0.8
CC(C)(C)c1ccc(OCCCC(=O)NC2=NCCS2)cc1 | 0.7 | -9 | 12 | 32 | 1.1 | 65* | 1 | -2 | 0.4
Cc1ccc(S(=O)(=O)Nc2nc3n(n2)C(c2ccc(Cl)cc2)CC(=O)N3)cc1 (stereo unspecified) | 1.1 | -11 | 1 | -12 | 1.4 | -18 | 0 | 4 | 1.2
C/C=C/C(=O)Nc1nnc(C(C)C)s1 | nt | -2 | 3 | nt | nt | nt | -5 | -5 | nt
CCCN(CCC)CC(=O)Nc1cccc2c1OCO2 | 0.7 | -9 | -2 | 34 | 1 | 38 | -1 | 3 | 0.6
COc1ccc(N(C)S(=O)(=O)c2cccc(C(=O)Nc3ccc(-n4cnnn4)cc3)c2)cc1 | 0.2 | -14 | 12 | 85* | 1 | 70* | -1 | -9 | 0.3
O=C(Oc1c(CN2CCOCC2)cc(Cl)c2cccnc12)c1ccc(F)cc1 | 0.4 | 2 | 11 | 62* | 2* | 34 | 4 | -14 | 0.7
CCOc1ccc(CNC23CN4CN(CN(C4)C2)C3)cc1 | 1.1 | -1 | 6 | -6 | 0.8 | -6 | 3 | -35 | 1.1
CC(=O)Nc1ccc(C2Nc3ccccc3C(=O)N2C2CCCCC2)cc1 (stereo unspecified) | 0.2 | -15 | 0 | 84* | 0.9 | 47 | -9 | 4 | 0.5
Cc1ccc(Nc2nc3ccccc3[nH]2)nc1 | nt | -7 | 10 | nt | nt | nt | 8 | -22 | nt
Cc1cc(Cl)c(S(=O)(=O)N(C)C)cc1OCC(N)=O | nt | -9 | 5 | nt | nt | nt | -2 | -30 | nt
O=C(O)c1ccc(CNCc2cccc(Cl)c2Cl)cc1 | 1.1 | -7 | 8 | -8 | 1.4 | 9 | -2 | -26 | 0.9
CCOC(=O)c1ccccc1NC(=O)CSc1nnc(C(C)C)n1CC | nt | -15 | 3 | nt | nt | nt | 5 | 3 | nt

Full records, quoted from the list:
CCOc1ccc(CNC23CN4CN(CN(C4)C2)C3)cc1 in the list: CYP2C9 act: 1.1; PLK1 kinase inh: -1; HIV Rev-RRE inh: 6; CYP2C9 inh: -6; PLAP activator: 0.8; CYP2C19 inhib: -6; EphB4 antag: 3; PLK1 PBD inh: -35; CYP2C19 activ: 1.1
C/C=C/C(=O)Nc1nnc(C(C)C)s1 in the list: CYP2C9 act: nt; PLK1 kinase inh: -2; HIV Rev-RRE inh: 3; CYP2C9 inh: nt; PLAP activator: nt; CYP2C19 inhib: nt; EphB4 antag: -5; PLK1 PBD inh: -5; CYP2C19 activ: nt
CCCN(CCC)CC(=O)Nc1cccc2c1OCO2 in the list: CYP2C9 act: 0.7; PLK1 kinase inh: -9; HIV Rev-RRE inh: -2; CYP2C9 inh: 34; PLAP activator: 1; CYP2C19 inhib: 38; EphB4 antag: -1; PLK1 PBD inh: 3; CYP2C19 activ: 0.6
